AID2073 = disruptors of CaV2.2 binding to Mint1 – biochemical, HTRF (AID 2073); 290,000 compounds, 0.19% hits; inhibition, % at 20 µM; hits with a dose series show IC50 in µM; HTRF protein-protein interaction, Mint1-CaV2.2; higher % means a stronger effect; in the data active = inhibition mostly above about 51%, no sharp cut-off; inconclusive = no clear call, values can overlap the other calls; inactive = mostly below about 53%; also: some results filed as inactive read as strong as hits
NTR1 agonist = agonists of NTR1, primary screen, imaging, U2OS cells, beta-arrestin-GFP, high content (AID 493036) | NTR1-U2OS beta-arrestin-GFP spot imaging, agonist mode | 330,000 compounds, 0.17% hits | P30989 | activation, % at 20 µM;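 active = activation at or above 40% of the spot to cytoplasm intensity ratio, with at least 20 cells analyzed; inconclusive = wells under 20 cells, flagged as cytotoxic or low count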;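 also: 0% = DMSO without peptide and 100% = 100 nM NTR1 peptide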
Target sequence (P30989 whole entry, looked up): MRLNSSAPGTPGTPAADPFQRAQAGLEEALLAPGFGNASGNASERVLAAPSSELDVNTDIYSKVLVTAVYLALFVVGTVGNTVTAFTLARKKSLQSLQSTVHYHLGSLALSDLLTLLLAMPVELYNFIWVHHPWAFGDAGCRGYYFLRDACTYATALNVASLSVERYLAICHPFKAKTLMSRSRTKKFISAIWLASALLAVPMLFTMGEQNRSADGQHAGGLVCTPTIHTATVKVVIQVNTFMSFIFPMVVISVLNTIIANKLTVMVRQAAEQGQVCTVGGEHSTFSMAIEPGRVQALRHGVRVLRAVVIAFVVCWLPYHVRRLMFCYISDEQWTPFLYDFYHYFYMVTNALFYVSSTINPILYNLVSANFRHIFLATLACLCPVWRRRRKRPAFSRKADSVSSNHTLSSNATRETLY
West Nile antiviral = inhibition of WNV-induced cytopathic effect – cell-based, CPE readout (AID 1621); West Nile virus-infected cells, CPE inhibition; higher % means a stronger effect; CPE inhibition, % at 10 µM; hits with a dose series show IC50 in µM; 290,000 compounds, 0.02% hits; in the data active = a potency from the dose series; inconclusive = CPE inhibition mostly from about 3.7% at the one dose, without a potency; inactive = the rest, 99 in 100 with CPE inhibition below about 2.2%; also: strong numbers were not always called active
SV40 large T antigen = TAg ATPase/helicase activity blockers – biochemical (AID 1903). inhibition, % at 20 µM; hits with a dose series show IC50 in µM. SV40 large T antigen ATPase/helicase inhibition assay; higher % means a stronger effect. 310,000 compounds, 0.39% hits; in the data active = a potency from the dose series; inconclusive = inhibition mostly from about 32% at the one dose, without a potency; inactive = the rest, 99 in 100 with inhibition below about 32%; also: strong numbers were not always called active
RSV antiviral HEp-2 = RSV antiviral activity via CPE protection, HEp-2 cells, primary 10 µM value included (AID 2391) | HEp-2 cells, RSV-induced CPE inhibition; higher % means a stronger effect | CPE inhibition, % at 10 µM; hits with a dose series show IC50 in µM | 310,000 compounds, 0.13% hits; in the data active = a potency from the dose series; inconclusive = CPE inhibition mostly from about 23% at the one dose, without a potency; inactive = the rest, 99 in 100 with CPE inhibition below about 21%; also: strong numbers were not always called active
UTI89 phage lysis = protection from phage-mediated lysis, alamar blue read-out – E. coli UTI89, K1F phage, bacterial capsule biogenesis inhibitors (AID 488966); 340,000 compounds, 0.02% hits; E. coli UTI89 K1F phage lysis, alamar blue, 2 h; higher % means a stronger effect; inhibition, % at 100 µM; hits with a dose series show IC50 in µM;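 active = phage lysis inhibition, versus mean bacterial control, above a set limit; inconclusive = no clear call, values can overlap the other calls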;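 also: capsule biogenesis inhibitors block K1F phage lysis so surviving cells raise fluorescence; higher fluorescence means more inhibition of phage lysis; actives were called in the ten point dose series up to 300 µM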
Dengue-2 NS5 capping = flavivirus cap methylation enzyme inhibition – biochemical, confirmation dose response, primary screen (AID 588689); Dengue-2 NS5 methyltransferase capping enzyme assay, biochemical; higher % means a stronger effect; inhibition, % at 25 µM, or IC50 in µM where a hit was titrated; 340,000 compounds, 0.3% hits; in the data active = a potency from the dose series; inconclusive = inhibition above about 29% without an active follow-up result
MgcRacGAP inhibition = MgcRacGAP GTPase-activating activity inhibitors, confirmation, biochemical, ADP Hunter fluorescence | 340,000 compounds, 0.6% hits | one-dose inhibition, % at 30 µM; IC50 in µM for titrated hits | MgcRacGAP-stimulated Rac1 GTP hydrolysis, ADP Hunter fluorescence; higher % means a stronger effect; GST-tagged Rac1 F28L mutant substrate | AID 624330;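 active = first-screen hits whose inhibition reached a set limit at any dose in the follow-up dose series; inconclusive = inhibition above the set first-screen limit but never retested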;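 also: fluorescence reports GDP produced by GAP-driven GTP hydrolysis; strong numbers were not always called active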
SIAH1 antagonists = blockers of Siah-1 interaction with plectin peptide – biochemical, fluorescence polarization, rhodamine-plectin, uHTS, primary screen (AID 1817) | Siah-1 / rhodamine-plectin peptide fluorescence polarization; higher % means a stronger effect | displacement, % at 20 µM; hits with a dose series show IC50 in µM | 290,000 compounds, 0.02% hits;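 active = displacement of at least 50% at 20 µM, with a fluorescence ratio check between 0.3 and a set limit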;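 also: plate controls were Siah plus tracer with DMSO for no effect and tracer alone without Siah for full effect; strong numbers were not always called active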
NTR1 agonist cell count 20 µM = recorded beside NTR1 agonist, whose call it bears; cell count; measured here: cell count, cytotoxicity flag
Dengue-2 NS5 capping pilot replicate = second read-out of Dengue-2 NS5 capping, no call of its own (marks repeat the call); inhibition, %; measured here: pilot screen replicate inhibition
The depositor's hits bear a star; [ ] = dose if it differs, or a comment.

O=[N+]([O-])c1ccc(N2CCN(c3ccccn3)CC2)c(Cl)c1 was read as AID2073 12%, NTR1 agonist -1.0, West Nile antiviral 0.4%, SV40 large T antigen 10%, RSV antiviral HEp-2 21%, UTI89 phage lysis 0.3%, Dengue-2 NS5 capping -12%, MgcRacGAP inhibition 6%, SIAH1 antagonists 2% and NTR1 agonist cell count 20 µM 38.
Screening CC(=O)OCC(=O)Nc1ccc(N=Nc2ccccc2)cc1 returned AID2073 -6%, NTR1 agonist -1.9, West Nile antiviral -0.9%, SV40 large T antigen 9%, RSV antiviral HEp-2 16%, UTI89 phage lysis 2.9%, Dengue-2 NS5 capping -7%, MgcRacGAP inhibition 11%, SIAH1 antagonists 0% and NTR1 agonist cell count 20 µM 72.
CCc1nnc2sc(-c3ccc(NC(=O)CSc4ccc(Cl)cc4)cc3)nn12 was read as NTR1 agonist -0.3, RSV antiviral HEp-2 2.4%, UTI89 phage lysis -0.4%, Dengue-2 NS5 capping 2%, MgcRacGAP inhibition 5% and NTR1 agonist cell count 20 µM 40.
COc1cc(NC(=O)CN2C(=O)CSc3ccc(S(=O)(=O)N4CCCC4)cc32)cc(OC)c1 was read as AID2073 inconclusive, NTR1 agonist -0.2, West Nile antiviral -0.3%, SV40 large T antigen 14%, RSV antiviral HEp-2 0.3%, UTI89 phage lysis 1.1%, Dengue-2 NS5 capping -3%, MgcRacGAP inhibition 10%, SIAH1 antagonists 8% and NTR1 agonist cell count 20 µM 53.
Screening COc1ccc(NC(=O)CN(C)S(=O)(=O)c2ccc(Cl)cc2)cc1Cl returned AID2073 0%, NTR1 agonist 3.9, West Nile antiviral 0.3%, SV40 large T antigen 2%, RSV antiviral HEp-2 3.0%, UTI89 phage lysis -0.2%, Dengue-2 NS5 capping -6%, MgcRacGAP inhibition 0%, SIAH1 antagonists 2% and NTR1 agonist cell count 20 µM 74.
`Cc1ccc(C(=O)N2CCCC(Nc3ccc(C(C)C)cc3)C2)cn1` (stereo unspecified) gave AID2073 2%, NTR1 agonist 1.1, West Nile antiviral -1.2%, SV40 large T antigen 7%, RSV antiviral HEp-2 0.5%, UTI89 phage lysis -0.1%, Dengue-2 NS5 capping -4%, MgcRacGAP inhibition 8%, SIAH1 antagonists 11% and NTR1 agonist cell count 20 µM 40.
`C[C@H]1COC(=O)CCC/C=C\C[C@H](CC(=O)N(CCO)Cc2ccccc2)C(=O)N1` gave NTR1 agonist -0.6, UTI89 phage lysis 0.0%, Dengue-2 NS5 capping 1%, MgcRacGAP inhibition 9%, NTR1 agonist cell count 20 µM 54 and Dengue-2 NS5 capping pilot replicate 0.0.
`COc1ccc(NC(=O)CN(C)S(=O)(=O)c2ccc3c(c2)OCCO3)c2ncccc12` gave AID2073 1%, NTR1 agonist 1.5, West Nile antiviral -1.0%, SV40 large T antigen 7%, RSV antiviral HEp-2 1.3%, UTI89 phage lysis -0.4%, Dengue-2 NS5 capping -2%, MgcRacGAP inhibition 10%, SIAH1 antagonists 1% and NTR1 agonist cell count 20 µM 88.
For CC(C)=NNc1nc(-c2ccccc2)cs1 the results were AID2073 -17%, NTR1 agonist -0.2, West Nile antiviral 0.4%, SV40 large T antigen 8%, RSV antiviral HEp-2 1.2%, UTI89 phage lysis 0.8%, Dengue-2 NS5 capping -5%, MgcRacGAP inhibition 4%, SIAH1 antagonists 6% and NTR1 agonist cell count 20 µM 37.
Screening O=C1CC(SC(=NCc2ccc3c(c2)OCO3)Nc2ccccc2)C(=O)N1c1ccccc1 (stereo unspecified) returned AID2073 3%, NTR1 agonist 2.0, West Nile antiviral -0.3%, SV40 large T antigen 6%, RSV antiviral HEp-2 3.8%, UTI89 phage lysis -0.1%, Dengue-2 NS5 capping 10%, MgcRacGAP inhibition -2%, SIAH1 antagonists 0% and NTR1 agonist cell count 20 µM 46.
C#CCn1c(-c2ccccc2)ccc(C#N)c1=O was read as AID2073 -1%, NTR1 agonist 2.7, West Nile antiviral -0.1%, SV40 large T antigen 4%, RSV antiviral HEp-2 17%, UTI89 phage lysis -0.3%, Dengue-2 NS5 capping -1%, MgcRacGAP inhibition 2%, SIAH1 antagonists -8% and NTR1 agonist cell count 20 µM 56.
Screening CC(=O)c1c(O)cc(O)cc1CC(=O)O returned AID2073 0%, NTR1 agonist 6.0, West Nile antiviral 0.5%, SV40 large T antigen 9%, RSV antiviral HEp-2 0.5%, UTI89 phage lysis 5.1%, Dengue-2 NS5 capping 10%, MgcRacGAP inhibition 3%, SIAH1 antagonists 7% and NTR1 agonist cell count 20 µM 94.
For COc1ccc(C(=O)NC(=O)N2CCCCC2)cc1 the results were AID2073 -1%, NTR1 agonist 0.0, West Nile antiviral 0.0%, SV40 large T antigen 1%, RSV antiviral HEp-2 0.2%, UTI89 phage lysis -2.0%, Dengue-2 NS5 capping 2%, MgcRacGAP inhibition 6%, SIAH1 antagonists 12% and NTR1 agonist cell count 20 µM 49.
`Cc1ccc(C)c(SCC(=O)OCC(=O)N2CC(C)OC(C)C2)c1` (stereo unspecified) gave AID2073 -4%, NTR1 agonist -0.6, West Nile antiviral 0.5%, SV40 large T antigen 10%, RSV antiviral HEp-2 -1.8%, UTI89 phage lysis 0.3%, Dengue-2 NS5 capping -5%, MgcRacGAP inhibition 7%, SIAH1 antagonists 4% and NTR1 agonist cell count 20 µM 62.
For O=C(O)[C@@H]1CCCN(S(=O)(=O)c2cccc3cccnc23)C1 the results were NTR1 agonist -1.5, RSV antiviral HEp-2 0.7%, UTI89 phage lysis 1.8%, Dengue-2 NS5 capping 1%, MgcRacGAP inhibition 8% and NTR1 agonist cell count 20 µM 64.
COC(=O)c1sccc1NC(=O)Nc1cccc(C)c1C was read as AID2073 3%, NTR1 agonist -0.6, West Nile antiviral -0.4%, SV40 large T antigen 28%, RSV antiviral HEp-2 3.1%, UTI89 phage lysis 0.0%, Dengue-2 NS5 capping -4%, MgcRacGAP inhibition 9%, SIAH1 antagonists -4% and NTR1 agonist cell count 20 µM 69.
`CC(C)C(=O)N1CCN(c2nc(-c3ccc(Cl)cc3)cs2)CC1` gave AID2073 -2%, NTR1 agonist -0.3, West Nile antiviral -1.0%, SV40 large T antigen 15%, RSV antiviral HEp-2 2.5%, UTI89 phage lysis 0.3%, Dengue-2 NS5 capping -6%, MgcRacGAP inhibition 7%, SIAH1 antagonists 1% and NTR1 agonist cell count 20 µM 85.
Screening Cc1cc(C)c2cc(CN(CCO)Cc3nnnn3Cc3ccc(F)cc3)c(=O)[nH]c2c1 returned AID2073 20%, West Nile antiviral -0.3%, SV40 large T antigen 12%, UTI89 phage lysis -0.2%, Dengue-2 NS5 capping -2%, MgcRacGAP inhibition 8% and SIAH1 antagonists 0%.
O=C(COC(=O)c1ccc2ncsc2c1)NCc1cccc(Cl)c1 was read as NTR1 agonist 1.9, RSV antiviral HEp-2 1.4%, UTI89 phage lysis 0.7%[50 µM], Dengue-2 NS5 capping -3%, MgcRacGAP inhibition 2% and NTR1 agonist cell count 20 µM 55.
Screening Cn1c(=O)c2c(nc(SCC(=O)NCc3ccco3)n2C)n(C)c1=O returned AID2073 -6%, NTR1 agonist -0.2, West Nile antiviral -0.5%, SV40 large T antigen -1%, RSV antiviral HEp-2 2.1%, UTI89 phage lysis -0.7%, Dengue-2 NS5 capping 5%, MgcRacGAP inhibition 0%, SIAH1 antagonists 3% and NTR1 agonist cell count 20 µM 57.
`CC(C)(C)c1ccc(-c2nc(C#N)c(NCc3ccncc3)o2)cc1` gave AID2073 -2%, NTR1 agonist 8.2, West Nile antiviral -0.4%, SV40 large T antigen 4%, RSV antiviral HEp-2 12%, UTI89 phage lysis 9.4%, Dengue-2 NS5 capping -6%, MgcRacGAP inhibition 2%, SIAH1 antagonists 3% and NTR1 agonist cell count 20 µM 57.
Screening COc1ccc2nc(N3C(=O)/C(=C/c4ccccc4)NC3=S)sc2c1 returned AID2073 3%, NTR1 agonist 21, West Nile antiviral 0.6%, SV40 large T antigen 11%, RSV antiviral HEp-2 19%, UTI89 phage lysis 0.1%, Dengue-2 NS5 capping -20%, MgcRacGAP inhibition 9%, SIAH1 antagonists 6% and NTR1 agonist cell count 20 µM 43.
For C=CCNC(=O)c1ccccc1CCc1ccccc1 the results were AID2073 7%, NTR1 agonist -0.1, West Nile antiviral -0.7%, SV40 large T antigen 8%, RSV antiviral HEp-2 1.0%, UTI89 phage lysis 0.2%, Dengue-2 NS5 capping -3%, MgcRacGAP inhibition 12%, SIAH1 antagonists 1% and NTR1 agonist cell count 20 µM 63.
Screening Cc1ccc(N2C(=S)N=C(Nc3ccccc3C)C23CCOC(C)(C)C3)cc1 (stereo unspecified) returned AID2073 -6%, NTR1 agonist 1.2, West Nile antiviral inconclusive, SV40 large T antigen 6%, RSV antiviral HEp-2 0.7%, UTI89 phage lysis 0.0%, Dengue-2 NS5 capping -5%, MgcRacGAP inhibition -3%, SIAH1 antagonists -2% and NTR1 agonist cell count 20 µM 73.
Screening CC(=O)Nc1ccc(/C(C)=N/NC(=O)c2ccncc2)cc1 returned AID2073 0%, NTR1 agonist 1.3, West Nile antiviral 0.0%, SV40 large T antigen 5%, RSV antiviral HEp-2 -0.1%, UTI89 phage lysis 0.5%, Dengue-2 NS5 capping -1%, MgcRacGAP inhibition 4%, SIAH1 antagonists -1% and NTR1 agonist cell count 20 µM 55.
`COc1ccc(-c2cc(C(=O)N3CCCC(C(F)(F)F)C3)c3ccccc3n2)cc1OC` (stereo unspecified) gave NTR1 agonist 1.7, SV40 large T antigen 12%, RSV antiviral HEp-2 3.9%, UTI89 phage lysis 0.2%[50 µM], Dengue-2 NS5 capping 1%, MgcRacGAP inhibition 3% and NTR1 agonist cell count 20 µM 55.
Screening CCCC(=O)c1c[nH]c(C(=O)NCCCN2CCOCC2)c1 returned AID2073 26%, NTR1 agonist -0.4, West Nile antiviral 0.2%, SV40 large T antigen -4%, RSV antiviral HEp-2 0.4%, UTI89 phage lysis 0.6%, Dengue-2 NS5 capping -3%, MgcRacGAP inhibition 8%, SIAH1 antagonists -1% and NTR1 agonist cell count 20 µM 64.
Screening CN(CC(=O)Nc1ccc(C#N)cc1)Cc1ccc(Cl)cc1 returned AID2073 45%, NTR1 agonist 2.4, West Nile antiviral -0.7%, SV40 large T antigen 6%, RSV antiviral HEp-2 2.6%, UTI89 phage lysis 1.2%, Dengue-2 NS5 capping -4%, MgcRacGAP inhibition -1%, SIAH1 antagonists 2% and NTR1 agonist cell count 20 µM 44.

High-throughput results from PubChem BioAssay.
